CHRM4 antagonist: blocks acetylcholine activation of human M4 receptor; actives 0.73% (n = 360,000); CHO-hM4 cells, ACh EC80, Fluo-8 calcium fluorescence; inhibition, % at 3 µM;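 active = inhibition above its plate's cutoff, the mean inhibition of sample wells plus 3 SD, cut at about 27% in these data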;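 also: 0% = acetylcholine EC80 with DMSO and 100% = DMSO without agonist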
Target sequence (P08173 whole entry, looked up): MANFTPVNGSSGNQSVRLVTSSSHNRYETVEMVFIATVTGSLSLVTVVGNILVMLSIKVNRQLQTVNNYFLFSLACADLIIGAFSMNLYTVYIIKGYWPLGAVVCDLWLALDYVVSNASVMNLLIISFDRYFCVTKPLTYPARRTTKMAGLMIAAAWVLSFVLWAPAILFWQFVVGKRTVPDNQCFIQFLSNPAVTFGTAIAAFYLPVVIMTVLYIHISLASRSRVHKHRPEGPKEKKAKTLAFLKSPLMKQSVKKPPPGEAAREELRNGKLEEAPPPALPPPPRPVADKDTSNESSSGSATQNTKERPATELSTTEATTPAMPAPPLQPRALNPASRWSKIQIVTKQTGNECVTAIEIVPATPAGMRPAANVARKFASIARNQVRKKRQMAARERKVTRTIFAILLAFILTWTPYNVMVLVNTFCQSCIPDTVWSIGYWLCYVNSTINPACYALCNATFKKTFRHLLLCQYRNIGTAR
CHRM5 PAM: CHRM5 positive allosteric modulation | P08912 | CHO-K1 hM5, Fluo-8 calcium, ACh EC20 PAM; 0% = ACh EC20, 100% = ACh EC100 | activation, % at 3 µM | actives 0.3% (n = 360,000) | AID 624038;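 active = activation above the run cutoff, the mean activation of all test compounds plus 3 SD, cut at about 18% in these data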
Target sequence (P08912 whole entry, looked up): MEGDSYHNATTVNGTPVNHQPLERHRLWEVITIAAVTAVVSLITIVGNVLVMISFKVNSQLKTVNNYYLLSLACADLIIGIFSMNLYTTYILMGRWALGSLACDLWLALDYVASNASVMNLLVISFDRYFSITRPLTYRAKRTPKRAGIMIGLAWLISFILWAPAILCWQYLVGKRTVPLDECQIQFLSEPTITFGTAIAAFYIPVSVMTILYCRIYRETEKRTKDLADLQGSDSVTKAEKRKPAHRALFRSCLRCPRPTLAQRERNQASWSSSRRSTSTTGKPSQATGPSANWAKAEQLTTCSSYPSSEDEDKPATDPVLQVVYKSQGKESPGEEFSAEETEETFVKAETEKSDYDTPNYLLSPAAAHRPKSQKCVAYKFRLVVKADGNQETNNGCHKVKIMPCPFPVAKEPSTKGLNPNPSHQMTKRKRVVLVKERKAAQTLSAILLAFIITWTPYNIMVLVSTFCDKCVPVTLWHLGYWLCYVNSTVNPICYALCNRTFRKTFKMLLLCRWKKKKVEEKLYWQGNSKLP
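Test system: CHO-K1 hM5 cells / Doses: single-point, 3 µM nominal / Times: Post-acetylcholine fluorescence recording 140 s / Technique: Fluo-8 calcium fluorescence / Measure: Max/basal fluorescence ratio as % of EC20–EC100 ACh window / Benchmarks: low control EC20 acetylcholine (0%), high control EC100 acetylcholine (100%) / Replicates: one well per compound, no replicates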
M4 ag: CHRM4 agonism in calcium assay; P08173; CHO-K1 hM4/Gqi5, Fluo-8 calcium fluorescence; vehicle 0%, full acetylcholine response 100%; activation, % at 3 µM; actives 0.14% (n = 360,000);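 active = activation above the run mean over all test wells plus 3 SD, cut at about 32% in these data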;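 also: peak over basal fluorescence ratio per well then scaled between controls; 0% = DMSO wells and 100% = acetylcholine at EC100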
M4 PAM: potentiates acetylcholine response at human M4 receptor. CHO-K1 hM4/Gqi5, Fluo-8 calcium fluorescence, ACh EC20; 0% = ACh EC20, 100% = maximal ACh. activation, % at 3 µM. actives 0.4% (n = 360,000). AID 624126;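 active = activation above its plate's cutoff, the mean activation of sample wells plus 3 SD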; also: some results filed as inactive read as strong as hits
IDE cell inh: cellular human IDE inhibition; P14735; HEK cells, FAbetaB cleavage, fluorescence polarization; inhibition, % at 5.59 µM; actives 0.41% (n = 320,000);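 active = percent inhibition above the average of all tested compounds plus 3 SD, set per screening campaign, cut at about 16% in these data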;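 also: IDE supplied by intact live HEK cells; FP after avidin binding of uncleaved biotin substrate so inhibition keeps polarization high; 0% = DMSO wells and 100% = 60 µM reference IDE inhibitor Ii1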
CHRM5 agonist: CHRM5 agonism in calcium assay | P08912 | CHO-K1 hM5 cells, Fluo-8 calcium fluorescence; 0% DMSO wells, 100% maximal acetylcholine response | activation, % at 3 µM | actives 0.19% (n = 360,000);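 active = activation above the run's mean over test compounds plus 3 SD, cut at about 23% in these data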;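 also: signal is peak over basal fluorescence ratio across the kinetic read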
CRFBP-R2 block: blocks CRF-induced signaling of the CRF-BP/CRF-R2 complex | inhibition, % at 11.8 µM | HEK293 CRF-R2/CRF-BP, CRF-induced calcium fluorescence | actives 0.59% (n = 350,000);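 active = inhibition of the ligand-induced calcium signal above about 50% at the single tested concentration, limit read from the data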
CHRM5 antagonist: blocks acetylcholine activation of human M5 receptor. P08912. CHO-hM5 cells, Fluo-8 calcium fluorescence, ACh EC80. inhibition, % at 3 µM. actives 0.59% (n = 360,000);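 active = inhibition above a per-plate cutoff, the mean of that plate's test compounds plus 3 SD, cut at about 27% in these data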;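 also: 0% = acetylcholine EC80 with DMSO and 100% = DMSO without agonist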
CRFR2-BP ag: agonists of human CRF-binding protein/CRF-R2 receptor complex; HEK293 CRF-R2/CRF-BP, calcium dye fluorescence (FLIPR); percent of saturating CRF peptide response; activation, % at 13.2 µM; actives 0.46% (n = 350,000); AID 588473;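 active = activation of at least 50%, plus an integration ratio under a set limit after plate pattern correction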;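 also: plate controls were neutral control wells without compound for no effect and CRF at EC100 for full effect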
* = called active by the depositor; nt = no result given.

SMILES	CHRM4 antagonist	CHRM5 PAM	M4 ag	M4 PAM	IDE cell inh	CHRM5 agonist	CRFBP-R2 block	CHRM5 antagonist	CRFR2-BP ag
O=C(COC(=O)/C=C/c1cccc(Cl)c1)Nc1ccc2[nH]c(=O)[nH]c2c1	3.5	-0.2	0.2	0.2	-9.3	7.7	5.5	-2.0	0.0
C=CCN1C(=O)/C(=C2/Sc3ccc(OC)cc3N2C)SC1=Nc1cccc(O)c1	9.2	-5.6	1.1	-1.6	0.3	1.1	-2.9	17.0	3.6
NC(N)=NC(N)=Nc1ccc2ccccc2c1	-3.2	0.8	1.2	1.9	0.9	-4.7	-14.8	2.5	-0.9
Cc1ccc(CNC(=O)CCS(=O)(=O)c2ccc3c(c2)oc(=O)n3C)cc1	-16.0	13.1	1.2	9.2	7.8	-1.4	3.1	-12.9	0.0
COc1ccccc1NC(=O)NCc1ccco1	16.3	-1.7	-1.0	-8.2	3.1	-1.8	6.5	3.9	-0.7
Cc1ccc(CN2C(=O)CCC2C(=O)NC2CC2)cc1 (stereo unspecified)	-7.6	13.2	0.3	26.2*	0.9	0.6	-25.1	-4.2	0.1
CC(=O)Nc1ccc(NC(C)=O)s1	4.5	-4.9	0.2	7.0	-1.6	-4.1	2.9	-8.0	0.3
COc1cc(C(=O)OCC(=O)Nc2cc(C)on2)c([N+](=O)[O-])cc1OC	-15.0	-8.5	3.0	1.2	-1.4	-3.0	-19.6	-3.0	-0.6
COc1ccc(C(=O)N2CCN(c3ccccc3)CC2)cc1S(=O)(=O)NC1CC1	-1.1	2.5	1.6	-3.1	nt	2.9	2.0	-5.6	-0.6
O=C(COC(=O)CCCNC(=O)c1ccc(Cl)cc1)NC1CC1	6.1	1.1	1.5	6.6	-1.3	-1.0	8.0	-8.1	-0.1
O=C(NCc1cccnc1)C1CC(c2ccc(Cl)c(Cl)c2)=NO1 (stereo unspecified)	6.1	-10.4	11.1	-11.7	1.2	6.4	4.0	17.4	-1.5
COc1ccccc1-c1cc(C(=O)NCc2ccc(Cl)cc2)no1	-5.4	-2.6	-0.4	10.3	5.3	-1.4	-12.7	2.6	0.5
Cc1cccc(Nc2nnc(SCC(=O)NCc3cccs3)s2)c1	-17.0	-5.2	3.0	-1.9	1.9	-7.2	-4.5	1.2	-3.6
CC(=O)C1=C(O)C(=O)OC1c1ccc(Cl)cc1 (stereo unspecified)	-0.5	-16.6	16.1	-7.7	5.8	2.6	-19.0	12.9	3.1
O=C(CSc1cccc2cccnc12)N/N=C/c1ccncc1	2.2	0.9	1.2	-1.1	8.6	0.4	4.2	5.5	-1.6
CC(Sc1nnc2c(n1)C1(C)CCC2C1(C)C)C(=O)Nc1ccccc1 (stereo unspecified)	10.2	-0.3	0.7	12.2	2.7	0.6	-13.4	-2.7	0.8
O=C(Oc1ccccc1C(=O)N1CCOCC1)c1ccc(Br)cc1	-2.0	-3.1	1.4	-4.0	-3.1	-2.8	12.2	8.6	-1.6
Cc1ccc(N=Nc2c(=O)[nH]n3c(C)cc(C)nc23)cc1	0.0	-1.1	1.2	12.1	0.0	-1.7	3.5	-2.1	-2.1
COc1ccc(Cl)cc1NC(=O)CN(C)CC(=O)Nc1ccccc1N1CCOCC1	4.2	-7.9	7.0	-4.2	6.8	-1.5	0.6	6.8	0.2
CCCCCCCC(=O)NC(Nc1ccccc1OC)C(Cl)(Cl)Cl (stereo unspecified)	-6.2	-5.5	-1.5	-3.6	-5.1	-3.8	24.5	7.8	2.5
Cc1ccc(C)c(C(=O)COC(=O)CN2C(=O)C3C4CCC(C4)C3C2=O)c1 (stereo unspecified)	0.7	-0.8	4.0	-4.1	-1.2	-3.7	-1.9	6.2	-0.6
Cc1[nH]c(=O)[nH]c(=O)c1S(=O)(=O)N1CCCc2ccccc21	9.1	4.2	1.0	1.9	1.8	0.0	1.1	-0.5	-0.8
O=C(C(Cc1ccccc1)n1cccc1)N1CCN(c2ncccn2)CC1 (stereo unspecified)	-8.0	-8.0	7.2	-0.1	-2.8	2.8	43.0	3.2	-1.3
O=C(Nc1ccccc1N1CCOCC1)C1CCN(S(=O)(=O)c2ccc(F)cc2)CC1	-10.3	16.0	-0.1	17.3	1.7	1.8	-11.0	-1.5	-0.9
CCOc1ccc2nc(SCC(=O)NCc3ccc(OC)cc3)[nH]c2c1	18.0	-11.9	19.1	-4.6	nt	-0.4	23.1	18.3	0.6
C=CCOc1ccc(/C=C/C(=O)OCC(=O)Nc2c(C)n(C)n(-c3ccccc3)c2=O)cc1	-10.0	-7.6	4.6	0.7	2.0	1.6	-4.6	2.5	1.3
COC(=O)Nc1nc2ccc(-c3n[nH]c(=O)c4ccccc34)cc2[nH]1	-7.9	2.0	0.8	9.6	9.8	-0.6	10.8	-8.3	1.3
CC12CCC3C(C1)C(C(=O)O2)C(=O)OC3(C)C (stereo unspecified)	-1.6	6.8	-0.2	-0.5	nt	1.2	-2.1	-0.5	-2.9
C/C(=C\c1ccccc1)CN1CCN(c2cccc(Cl)c2)CC1	-3.8	0.8	-1.8	6.8	0.4	-0.1	-1.1	2.7	-0.6
CC(C)(C)Nc1c(N)c(=O)oc2ccccc12	8.7	7.4	-0.1	-1.6	-3.9	2.4	-29.2	-7.1	1.2
O=[N+]([O-])c1ccc(Nc2ccc(F)cc2)cc1	-12.5	-12.8	6.6	-6.2	0.3	-4.1	18.1	8.6	-3.9
CC(=O)N(NC(=O)c1ccc(C)cc1)C1CC(=O)N(c2ccccc2Cl)C1=O (stereo unspecified)	1.6	0.7	1.6	1.2	-2.3	-0.7	7.2	-3.4	1.0
O=C1C2C3CC4C5C3C1C5C1(SCCS1)C42 (stereo unspecified)	-1.7	1.9	0.1	4.2	nt	0.8	nt	-4.1	nt
CS(=O)(=O)N(CC(=O)NC1CCCCC1)Cc1ccc(F)cc1	-13.5	6.9	1.0	2.4	4.5	-2.9	-5.0	-0.5	4.9
Cc1ccc(-c2nnc(NCc3nc4ccccc4[nH]3)c3ccccc23)cc1S(=O)(=O)N1CCCCC1	11.3	-6.2	1.8	-15.6	0.3	-4.4	35.9	4.8	-1.8
COc1ccc(Cn2cc(F)c(=O)n(C)c2=O)cc1[N+](=O)[O-]	-6.8	18.2*	1.4	0.1	-0.6	2.5	3.5	-9.5	0.7
CCn1cc(C2=NOC(C(=O)Nc3ccc4c(c3)OCO4)C2)c(C)n1 (stereo unspecified)	5.4	-2.5	3.2	11.0	-1.7	4.9	0.7	7.6	-0.4
C=CCC1CCCC(=O)N2CC[C@H](O)C12 (stereo partly specified)	-14.4	-3.3	0.0	8.3	8.1	-0.6	-1.6	3.1	-0.1
CCOC(CNC(=O)C(=O)Nc1cc2c3c(c1)CCC(=O)N3CCC2)OCC	-16.6	-2.3	1.9	2.8	-1.4	0.8	7.3	-9.1	-0.1
CC1CCN(C(=O)CNS(=O)(=O)c2ccc(Br)s2)CC1	-8.2	1.5	1.4	6.2	-0.7	-2.5	-18.3	-6.4	-2.0
CC(NCC(O)COCc1ccc(Cl)cc1)c1ccccc1 (stereo unspecified)	6.7	-3.7	5.4	-3.9	-4.9	-2.8	-8.5	4.3	0.8
COc1cc(-c2nnc(SCC(=O)OC3CCCCC3)o2)cc(OC)c1OC	-6.2	-4.4	3.9	2.7	-0.5	2.1	-0.9	-6.6	-1.3
O=C(C[C@@H]1C/C=C\CC[C@H](Cc2ccc(F)cc2)C(=O)OC[C@@H]2CCCN2C1=O)N[C@H](CO)Cc1ccccc1	12.7	-4.9	12.1	-8.6	4.0	-0.2	-2.6	8.3	1.0
Cc1ccc(S(=O)(=O)NCCCCC(NC(=O)OC(C)(C)C)C(=O)O)cc1 (stereo unspecified) (tested in a mixture with another compound)	3.0	3.3	0.2	1.5	1.8	-3.8	17.2	-11.1	1.5
CCOC(=O)N1CCN(Cc2nc3c(c(=O)n(C)c(=O)n3C)n2CCCc2ccccc2)CC1	5.4	0.1	1.2	-5.2	-0.3	-1.3	-16.7	-4.1	-3.0
Nc1cnn(Cc2ccc(F)cc2)c1	-2.1	4.7	0.6	-2.0	1.3	-0.8	7.0	-1.4	-3.3
O=C1OC(c2ccccc2)=C/C1=C/c1cccs1	-5.9	-8.4	-0.5	-1.9	-1.7	-3.2	1.8	4.3	-0.8
CCC(=O)Nc1ccc2c(c1)nc1n2CCN(C2CCCCC2)C1	-5.3	0.2	0.5	-5.2	0.9	1.2	-7.1	5.6	3.4
O=C(CN1C(=O)c2ccccc2C1=O)Nc1ccc2c(c1)OCO2	-6.3	2.8	1.2	0.8	0.8	1.9	12.4	0.3	-1.5
Cc1nnc2ccc(-c3ccc(NC(=O)Cc4cccs4)cc3)nn12	-1.5	0.7	2.0	12.5	-1.9	0.1	-10.4	11.3	-1.2
Further entries follow.
SMILES	CHRM4 antagonist	CHRM5 PAM	M4 ag	M4 PAM	IDE cell inh	CHRM5 agonist	CRFBP-R2 block	CHRM5 antagonist	CRFR2-BP ag
O=[N+]([O-])c1ccc2cc[nH]c2c1	-17.3	-4.4	3.3	5.2	nt	-2.5	19.0	12.2	-10.3
Cc1nc(C(=O)O)cc([N+](=O)[O-])c1C	0.7	2.0	2.5	11.3	nt	0.8	2.9	-7.7	0.9
S=C(Nc1ccc2nc(-c3ccccn3)c(-c3ccccn3)nc2c1)N1CCOCC1	7.7	-4.0	1.8	-4.6	1.9	-1.4	-16.3	12.5	17.1
O=C1CN(C(=O)CN2C(=O)NC(c3ccccc3)(c3ccccc3)C2=O)c2ccccc2N1	-4.0	-4.9	2.9	5.5	0.9	-8.3	3.3	-0.1	-1.4
COc1ccc(N2CCN(C(=O)CSc3nnc(-c4cccnc4)n3-c3ccccc3)CC2)cc1	1.4	-0.1	0.5	-2.6	9.3	-3.6	-6.8	1.2	-1.1
Cc1cc(NS(=O)(=O)c2c(C)[nH]c(=O)[nH]c2=O)ccc1Br	1.3	-3.2	0.2	-4.8	nt	-3.0	2.8	6.1	-1.3
CCc1nnc(NC(=O)CSc2nnc(-c3c[nH]c4ccccc34)n2CCOC)s1	-14.9	1.3	-0.7	18.8	-1.9	-1.1	11.1	-12.6	2.1
NNC(=O)c1ccc2c(c1)S(=O)(=O)NNC2=O	-0.3	1.4	0.5	-4.0	1.8	-1.3	4.5	-1.4	-1.7
Cc1ccc(C(=O)NCC(=O)NCC(=O)OCC(=O)c2cccs2)cc1	-28.2	-1.1	1.6	8.3	3.9	-1.1	-8.3	-4.9	-1.4

Screening data deposited in PubChem by several laboratories.
